# Screens (PubChem BioAssay)
# 14-3-3g Raf = 14-3-3 gamma protein interaction modulation; P61981; FP, 14-3-3gamma / TMR-pS259-Raf peptide binding; inhibition, % at 40 µM; hit rate 0.19% among 160,000; in the data active = inhibition above about 30%;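 note: 0% = protein plus tracer without compound and 100% = blank with tracer alone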
# Target sequence (P61981 whole entry, looked up): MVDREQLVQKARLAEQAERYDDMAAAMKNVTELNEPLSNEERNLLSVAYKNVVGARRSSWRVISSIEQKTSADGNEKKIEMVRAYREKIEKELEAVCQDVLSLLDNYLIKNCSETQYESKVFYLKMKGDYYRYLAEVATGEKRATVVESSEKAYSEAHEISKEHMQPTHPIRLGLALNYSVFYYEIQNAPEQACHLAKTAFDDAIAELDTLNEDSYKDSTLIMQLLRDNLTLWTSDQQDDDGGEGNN
# Numbers without * were called inactive; & = joins results of further samples.
molecule | 14-3-3g Raf
Cc1cc(C)c2[nH]c(=O)c(C(c3nnnn3Cc3ccc4c(c3)OCO4)N3CCCC3)cc2c1 (stereo not drawn) | 1
COc1ccc(OC)c(NC(=O)C2CC(=O)N(c3ccc(Br)cc3)C2)c1 (stereo not drawn) | -2
COc1ccc(C2=NN(S(=O)(=O)c3ccccc3)C(c3ccccc3)C2)cc1OC (stereo not drawn) | 5
Cc1cccc(N2C(=O)CC(N3CCN(c4cccc(Cl)c4)CC3)C2=O)c1 (stereo not drawn) | -11
COc1cc(C2C(C(=O)OCCc3ccccc3)=C(C)NC3=C2C(=O)CC(C)(C)C3)ccc1O (stereo not drawn) | -13
CC(C)(C)C1=CC(=O)c2c(ccc(C(C)(C)C)c2O)C1=O | -46
O=C(O)CNC(=O)c1ccc(N2C(=O)c3ccccc3C2=O)cc1 | 12
Cn1c(=O)nc2n(-c3ccccc3)c3cc(Cl)ccc3cc-2c1=O | -13
CC(C)c1ccc(N2C(=O)CSC23CCC(C(C)(C)C)CC3)cc1 (stereo not drawn) | 2
COc1ccc(NC(=O)c2c(NC(=O)C(C)Oc3cccc(Cl)c3)sc3c2CCCC3)cc1 (stereo not drawn) | -25
O=C1CSC(c2cccc([N+](=O)[O-])c2)N1c1ccc2ccccc2c1 (stereo not drawn) | 10
COc1ccc(NC(=O)C2CCN(S(=O)(=O)c3cccnc3)CC2)cc1Cl | -1
NC(N)=NS(=O)(=O)c1ccc(N=Cc2cc(Br)ccc2O)cc1 | -13
O=C(OC1CCc2ccccc2C1=O)c1ccccc1O (stereo not drawn) | 7
CCC(C(=O)N1CC(=O)Nc2ccc(C)cc2C1c1ccc(F)cc1)c1ccccc1 (stereo not drawn) | 4
CCOC(=O)C(NC(=O)c1ccc(OC)cc1)(Nc1ccc(Cl)cc1)C(F)(F)F (stereo not drawn) | 13
COC(=O)c1ccc(CN(Cc2ccc(C(=O)OC)o2)C(C)(C)C)o1 | -4
Cc1ccc(Cl)cc1N1CCN(C(=O)Cn2c(=O)[nH]c3ccccc3c2=O)CC1 | -7
CCc1nc2ccc(C(=O)NCc3ccccc3)cc2nc1CC | -13
O=C(c1cccs1)c1no[n+]([O-])c1C(=O)c1cccs1 | -2&-7
Cn1c(C(=O)N2CCN(c3cccc(C(F)(F)F)c3)CC2)cc2sccc21 | 1
Cc1cccc(C2Nc3ccccc3C(=O)N2c2ccccc2)n1 (stereo not drawn) | -6
Cc1cc2cc(CCNC(=O)Cc3cccs3)c(=O)[nH]c2cc1C | -27
COc1ccc2sc(NC(=O)c3ccc([N+](=O)[O-])cc3)nc2c1 | -3
CCCCOC(=O)C1=C(C)NC2=C(C(=O)CC(C)(C)C2)C1c1ccc(OC)c(Br)c1 (stereo not drawn) | -2

# Ordered by count of non-hydrogen atoms (highest first): some entries from above.
molecule | 14-3-3g Raf
Cn1c(C(=O)N2CCN(c3cccc(C(F)(F)F)c3)CC2)cc2sccc21 | 1
O=C(O)CNC(=O)c1ccc(N2C(=O)c3ccccc3C2=O)cc1 | 12
NC(N)=NS(=O)(=O)c1ccc(N=Cc2cc(Br)ccc2O)cc1 | -13

# The listing continues:
molecule | 14-3-3g Raf
COc1cccc(NC(=O)Cc2cccs2)c1 | 4
O=C(Nc1cccc(NC(=O)C2CC3CCCC(C2)C3=O)n1)C1CC2CCCC(C1)C2=O (stereo not drawn) | 0
CCOC(=O)c1sc2ncn(/N=C/c3ccccn3)c(=O)c2c1C | -3
Cc1c(C(=O)N2CCN(C(=O)c3ccco3)CC2)c(-c2ccccc2)nn1-c1ccccc1 | -4
COc1ccc(C2(C)NC(=O)N(Cc3cc(Cl)cc4c3OCOC4)C2=O)cc1OC (stereo not drawn) | -5
COC(=O)C1=COC(C)C2CN3CCc4c([nH]c5ccccc45)C3CC12 (stereo not drawn) | 0
Cc1ccn2cc(-c3ccc(Br)s3)nc2c1 | 2
CCCCCCN1C(=O)C(=O)/C(=C(/O)c2ccc(C)cc2)C1c1ccccc1Cl (stereo not drawn) | 3
COc1ccc(OC)c(C(C(=O)NCc2ccco2)N(C(=O)Cn2nnc3ccccc32)C(C)C)c1 (stereo not drawn) | -5
CCOCCCNC(=O)c1ccc2c(c1)N(Cc1ccccc1)C(=O)c1ccccc1S2 | -14
Clc1ccc(CN2CCN(C3CCCC3)CC2)cc1 | 1
CCC1=NN(C(=O)c2ccc(N(C)C)cc2)C(O)(C(F)(F)F)C1 (stereo not drawn) | -8
O=S(=O)(NCCC12CC3CC(CC(C3)C1)C2)c1cccc2ccccc12 | 2
COC(=O)c1ccccc1NC(=O)c1ccc(COc2ccccc2)o1 | -4
N#CC1C(c2ccccc2)C(C#N)(C(=O)c2ccccc2)C2C=Cc3cc(I)ccc3N12 (stereo not drawn) | -152
O=C(c1cccs1)N1CCCC(c2nc(-c3ccc(F)cc3)no2)C1 (stereo not drawn) | -8
CCOC(=O)C1CCCCN1C(=O)CCc1c(C)nc2ncnn2c1C (stereo not drawn) | -4
OC(CN1C2=NCCN2c2ccccc21)c1ccc(Br)cc1 (stereo not drawn) | -2&-4
COc1ccc(-c2cc(C(F)(F)F)nc(N3CCN(c4ccc(F)cc4)CC3)n2)cc1OC | 1
Cc1cccc(NC(=O)CSc2nc(C)nc3c2c(=O)n(C)c(=O)n3C)c1 | 0
COC(=O)c1ccc(-n2c(C=Cc3cccc4ccccc34)nc3ccccc3c2=O)cc1 | 5
C=CCNC(=O)c1cc(=O)[nH]c2ccc(S(=O)(=O)N3CCCC3)cc12 | -12
CCn1cc(S(=O)(=O)CC(=O)Nc2ccc(OC)cc2)c2ccccc21 | 0&-12
C=CCN1C(=O)C2C(C(=O)NCc3ccccc3)C3C=CC2(O3)C1C(=O)NC(C)(C)C (stereo not drawn) | -12
CC1=C(C(=O)OCCOc2ccccc2)C(c2ccccc2F)C2=C(CC(C)(C)CC2=O)N1 (stereo not drawn) | -9

# (list continues)
molecule | 14-3-3g Raf
COc1cccc(-c2cc(C(F)(F)F)nc(-n3nc(C)c([N+](=O)[O-])c3C)n2)c1 | 2
O=C(Nc1ccc(Br)c(C(=O)c2ccccc2)c1)c1ccc(S(=O)(=O)N2CCc3ccccc3C2)cc1 | -6
CS(=O)(=O)N1CCCC(C(=O)NCc2ccccc2Cl)C1 (stereo not drawn) | -3
CCn1c(SCC(=O)N2CCc3ccccc32)nnc1-c1ccncc1 | -8
Cc1cc(Oc2ccc(=O)n(C)n2)nc(Oc2ccc(=O)n(C)n2)n1 | -4
CCN(C(=O)CCS(=O)(=O)c1ccc(OC)cc1)c1ccccc1 | 6
Cc1ccccc1OCCC(=O)Nc1c(C)n(C)n(-c2ccccc2)c1=O | 2
O=C(Nc1nnc(C23CC4CC(CC(C4)C2)C3)s1)c1cccs1 | 4
O=C(NCc1ccc2c(c1)OCO2)c1cccnc1SCc1ccccc1Cl | -3
Cc1nn2c(-c3ccc(Cl)cc3Cl)nnc2s1 | -2
CC(=O)N1c2ccccc2NC2=C(C(=O)CCC2)C1c1ccc(N(C)C)cc1 (stereo not drawn) | -4
CN(C(=O)c1cnccn1)C1(C(=O)NC2CCCC2)CCCCC1 | -3
Cc1cc(C(=O)NC2CCCCCCC2)c2ccccc2n1 | -3
COc1ccc(NC(=O)CSc2nc(-c3ccccc3)c(-c3ccccc3)o2)cc1 | -3
CCC(C)NC(=O)CSc1nc(Nc2ccc(F)cc2)c2ccccc2n1 (stereo not drawn) | -8
Cc1ccc(-n2ncc3c(=O)[nH]c(SCC(=O)N4CCc5ccccc54)nc32)cc1 | -2
Cc1c(C(=O)NCc2ccc(F)cc2)oc2ccc(S(=O)(=O)N3CCCC(C)C3)cc12 (stereo not drawn) | -10
CCn1c(SCC(=O)OC2CCCCC2)nc2ccccc2c1=O | -3
CCOc1ccccc1NC(=O)N1CCC(c2nc3ccccc3[nH]2)CC1 | -4
CCC(=O)Nc1ccc(S(=O)(=O)N2CCCCCC2)cc1 | -8
Cc1ccc(S(=O)(=O)N2CCC(C(=O)Nc3ccc4c(c3)COC4=O)CC2)cc1 | -4
Cc1cc(NCCC(C)C)n2c(nc3ccccc32)c1C#N | -9
Cc1cccc(NC(=O)Cn2c(=O)sc3ccccc32)c1C | -1
CC(C)(C)C(=O)Cn1c[n+](N)cn1 | -2
COc1ccc(NC(=O)C2c3cc(OC)c(OC)cc3C(=O)N(C)C2c2ccc(SC)cc2)c(OC)c1 (stereo not drawn) | -2

# Later entries:
molecule | 14-3-3g Raf
Cc1ccc(C)c(Cc2c(C)nc3c(C(=O)NC4CCCCC4)cnn3c2C)c1 | -27
O=C(N1CCN=C1c1ccccc1)N1c2ccccc2Sc2ccccc21 | 0
CSc1nc(-c2ccccc2)nc2c1COC(C)(C)C2 | -5
C=CCn1cc(C(=O)NC2CCCCC2)c(=O)c2cc(S(=O)(=O)N3CCCCCC3)ccc21 | -10
O=C(O)c1ccc2ncccc2c1 | 7
O=C(Nc1nnc(-c2ccc3c(c2)CCCC3)o1)c1ccccc1Cl | -1
CC1CN(C(=O)c2cc3cc([N+](=O)[O-])ccc3s2)CC(C)O1 (stereo not drawn) | 1
Cn1c(=O)c2cn(-c3cccc([N+](=O)[O-])c3)cc2n(C)c1=O | -1
COc1ccc(C2C(C(=O)N3CCN(c4ccccc4OC)CC3)c3ccccc3C(=O)N2c2ccc(OC)cc2)cc1 (stereo not drawn) | -2
CCOc1ccc(-c2nnc(OCC)c3ccccc23)cc1 | -1
Cc1[nH]nc2c1C(c1ccc3c(c1)OCO3)C(C#N)=C(N)O2 (stereo not drawn) | 3
CNC(=O)c1ccccc1NC(=O)c1cccc(S(=O)(=O)N2CCC(C)CC2)c1 | 8&0
COc1cc(C2NC(=O)N(C)C(C)=C2C(=O)OCC(C)C)cc(Br)c1O (stereo not drawn) | -12
CC1CCCC(C)N1C(=O)Cn1c(=O)sc2ccccc21 (stereo not drawn) | 3
CCn1c(SC)nnc1-c1sc2cc(Cl)ccc2c1Cl | 1
COc1cc(OC)c(N(C)C(=O)Cc2c(C(=O)O)n(C)c3ccccc23)cc1Cl | 2
C=C(C)CN1C(=O)C(O)(CC(=O)c2ccc3c(c2)OCCO3)c2ccccc21 (stereo not drawn) | 0
CCCC1CCC(c2ccc(C(=O)Nc3ccc(OC)cc3)cc2)CC1 (stereo not drawn) | 3
COc1cc2ccccc2cc1C(=O)Nc1ccc2oc(-c3ccccc3F)nc2c1 | -117
COc1ccc(C2CC(c3ccc(OC)cc3OC)n3ncnc3N2)cc1 (stereo not drawn) | 5
O=C(CSc1nnc(-c2cccnc2)n1Cc1ccccc1)NCc1ccco1 | 1
C[N+]12CCC(CC1)C(OC(=O)C(O)(c1ccccc1)c1ccccc1)C2 (stereo not drawn) | -9
O=C(O)c1cc(=O)n(Cc2ccc(Cl)cc2)c2ccccc12 | -7
COc1ccc(C2(C(=O)NCc3ccccc3Cl)CCCC2)cc1OC | -18
O=[N+]([O-])c1cc(C(F)(F)F)ccc1N1CCN(c2ccc([N+](=O)[O-])c3cccnc23)CC1 | -15

# Going on with the list.
molecule | 14-3-3g Raf
Cc1cccc(-n2ncc3c(N4CCC5(CC4)OCCO5)ncnc32)c1 | -3
CCc1ccc2oc(-c3ccc(C)c(NC(=O)COc4ccc(OC)cc4)c3)nc2c1 | -7
Clc1ccc(C2CSc3c4ncnc-4ncn32)cc1 (stereo not drawn) | -11
COC(=O)c1ccc(-c2ccc(C(=O)N3CCCN(C)CC3)cc2)cc1 | 3
CCC(C)NC(=O)c1ccc(N2CC3CC(C2)c2cccc(=O)n2C3)c(NC(=O)c2ccc(F)cc2)c1 (stereo not drawn) | -17
Cc1ccc(-c2nc(C#N)c(NCc3ccc(Cl)cc3)o2)cc1 | 1
CC(=O)NCC(=O)N(C)C(C(=O)Nc1ccc2c(c1)OCCO2)c1ccccc1 (stereo not drawn) | -3&-6
CC1=C(C(=O)OCCC#N)C(c2cccc([N+](=O)[O-])c2)NC(=O)N1 (stereo not drawn) | 3
COc1cc(C2Nc3cc(Cl)c(S(N)(=O)=O)cc3S(=O)(=O)N2)cc(OC)c1OC (stereo not drawn) | -1
COc1ccc(OC)c(-n2c(N)c(C(=O)Nc3ccccc3C)sc2=S)c1 | -2
O=C(CSc1nnnn1-c1ccccc1F)N1c2ccccc2Sc2ccc(Cl)cc21 | -98
CCOCCc1nnc(NC(=O)c2cc(OC)c(OC)c(OC)c2)s1 | 8
CCCC1CCC(c2nc(-c3cccc(C(F)(F)F)c3)no2)CC1 (stereo not drawn) | 0
O=C(Cn1cccc1C(=O)c1ccccc1)NCc1cccnc1 | -13

# Exported with values ahead of the structure: entries from further up
14-3-3g Raf | canonical_smiles
-9 | C[N+]12CCC(CC1)C(OC(=O)C(O)(c1ccccc1)c1ccccc1)C2 (stereo not drawn)
-7 | O=C(O)c1cc(=O)n(Cc2ccc(Cl)cc2)c2ccccc12
-18 | COc1ccc(C2(C(=O)NCc3ccccc3Cl)CCCC2)cc1OC
-15 | O=[N+]([O-])c1cc(C(F)(F)F)ccc1N1CCN(c2ccc([N+](=O)[O-])c3cccnc23)CC1
-3 | Cc1cccc(-n2ncc3c(N4CCC5(CC4)OCCO5)ncnc32)c1
-7 | CCc1ccc2oc(-c3ccc(C)c(NC(=O)COc4ccc(OC)cc4)c3)nc2c1
-11 | Clc1ccc(C2CSc3c4ncnc-4ncn32)cc1 (stereo not drawn)
3 | COC(=O)c1ccc(-c2ccc(C(=O)N3CCCN(C)CC3)cc2)cc1
-17 | CCC(C)NC(=O)c1ccc(N2CC3CC(C2)c2cccc(=O)n2C3)c(NC(=O)c2ccc(F)cc2)c1 (stereo not drawn)
1 | Cc1ccc(-c2nc(C#N)c(NCc3ccc(Cl)cc3)o2)cc1
-3&-6 | CC(=O)NCC(=O)N(C)C(C(=O)Nc1ccc2c(c1)OCCO2)c1ccccc1 (stereo not drawn)
3 | CC1=C(C(=O)OCCC#N)C(c2cccc([N+](=O)[O-])c2)NC(=O)N1 (stereo not drawn)
-1 | COc1cc(C2Nc3cc(Cl)c(S(N)(=O)=O)cc3S(=O)(=O)N2)cc(OC)c1OC (stereo not drawn)
-2 | COc1ccc(OC)c(-n2c(N)c(C(=O)Nc3ccccc3C)sc2=S)c1
-98 | O=C(CSc1nnnn1-c1ccccc1F)N1c2ccccc2Sc2ccc(Cl)cc21
8 | CCOCCc1nnc(NC(=O)c2cc(OC)c(OC)c(OC)c2)s1
0 | CCCC1CCC(c2nc(-c3cccc(C(F)(F)F)c3)no2)CC1 (stereo not drawn)
-13 | O=C(Cn1cccc1C(=O)c1ccccc1)NCc1cccnc1

# An excerpt, so the mix of outcomes need not match the whole.
